TEAD-YAP inh – TEAD-YAP interaction inhibition; HEK-TIYL cells, TEAD-Gal4/YAP UAS-luciferase luminescence; inhibition, % at 9.12 µM; hit rate 1.4% among 640,000; AID 1259422; in the data active means inhibition above about 32%;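 further: 0% = median of test compound wells and 100% = reference inhibitor wells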
MITF primary – blocks human microphthalmia-associated transcription factor; inhibition, % at 2.6 µM; O75030; AlphaScreen MITF homodimerization, bead proximity signal; AID 1259374; hit rate 0.91% among 650,000; in the data active means inhibition above about 50%;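 further: 0% = vehicle wells with protein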
Target sequence (O75030 whole entry, looked up): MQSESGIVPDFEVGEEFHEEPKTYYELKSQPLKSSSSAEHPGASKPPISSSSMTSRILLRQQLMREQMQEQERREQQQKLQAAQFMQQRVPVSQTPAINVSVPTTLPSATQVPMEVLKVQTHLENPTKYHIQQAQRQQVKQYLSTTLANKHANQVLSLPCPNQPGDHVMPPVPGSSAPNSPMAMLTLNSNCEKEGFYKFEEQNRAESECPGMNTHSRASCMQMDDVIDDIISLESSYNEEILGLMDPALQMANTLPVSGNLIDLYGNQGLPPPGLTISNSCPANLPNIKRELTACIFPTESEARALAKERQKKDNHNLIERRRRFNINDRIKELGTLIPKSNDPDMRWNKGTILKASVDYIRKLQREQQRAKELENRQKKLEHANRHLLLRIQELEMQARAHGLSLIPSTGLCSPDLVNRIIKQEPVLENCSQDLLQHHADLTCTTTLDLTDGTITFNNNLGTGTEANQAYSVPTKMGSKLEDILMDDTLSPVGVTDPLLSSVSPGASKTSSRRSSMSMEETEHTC
GPR151 activ – activators of human GPR151. PathHunter beta-arrestin GPR151 cells, luminescence. activation, % at 11.2 µM. hit rate 1% among 650,000; in the data active means activation above about 4.9%;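 further: 0% = median of compound wells and 100% = cells with positive control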
Target sequence (Q8TDV0 whole entry, looked up): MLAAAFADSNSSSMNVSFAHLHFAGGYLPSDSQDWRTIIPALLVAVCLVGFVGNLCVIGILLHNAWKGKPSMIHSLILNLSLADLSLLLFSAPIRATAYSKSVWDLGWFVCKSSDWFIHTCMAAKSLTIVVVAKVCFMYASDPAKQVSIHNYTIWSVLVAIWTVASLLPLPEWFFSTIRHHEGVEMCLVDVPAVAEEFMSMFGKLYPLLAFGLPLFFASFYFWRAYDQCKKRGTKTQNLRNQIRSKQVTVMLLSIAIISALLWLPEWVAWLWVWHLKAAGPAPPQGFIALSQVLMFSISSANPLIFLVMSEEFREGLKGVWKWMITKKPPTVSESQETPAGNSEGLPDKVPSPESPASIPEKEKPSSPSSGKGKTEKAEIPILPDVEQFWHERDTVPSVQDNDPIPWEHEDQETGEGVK
FBW7 act – human FBW7 E3 ligase activation, primary screen. normalized activity (activation), % at 26.1 µM. AlphaScreen FBW7–phospho-cyclin E peptide binding, activator screen. hit rate 0.13% among 650,000. AID 1259310; in the data active means normalized activity above about 1.9%;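 further: purified mutant Fbw7 with reduced substrate affinity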
Numbers without * were called inactive.

Results follow in this order: TEAD-YAP inh, MITF primary, GPR151 activ, FBW7 act
COc1ccc(OC)c(NC(=O)CSc2nnc(-c3cccnc3)s2)c1
  8.1, 20.9, 0.1, 0.5
Cc1ccc2nc(/C(C#N)=C/c3cc([N+](=O)[O-])ccc3O)[nH]c2c1
  -4.3, 10.9, 0.2, 0.2
O=C(CSc1ccccc1C(=O)O)NC12CC3CC(CC(C3)C1)C2
  0.0, 1.8, 0.4, 0.0
Cc1cc(NS(=O)(=O)c2ccc(NC(=O)NC(C)(C(F)(F)F)C(F)(F)F)cc2)no1
  6.4, -1.1, 0.3, 0.2
CC1=C(C#N)C(c2cc([N+](=O)[O-])ccc2OC(F)F)C(C#N)=C(C)N1
  41.7*, 18.9, 0.5, 0.6
CN1C(=O)C(C)(C)c2cc(S(=O)(=O)Nc3ccccc3F)ccc21
  -1.0, 7.7, 0.4, 0.6
CC(C)(C)NC(=O)C(=O)NNC(=O)c1ccc(Cl)c([N+](=O)[O-])c1
  -9.6, -1.8, -0.8, 0.2
O=C(CCC(=O)Nc1ccc(Cl)cc1[N+](=O)[O-])N/N=C/c1cccc([N+](=O)[O-])c1
  6.6, 10.3, 0.5, -0.1
CCOc1cc(C2CC(=O)NC3=C2C(=O)CCC3)ccc1O (centres undefined)
  -10.9, 13.2, 0.8, -0.3
CCc1cc2c(cc3c(=O)n(CC(=O)NCC4CCCO4)nc(CC)n32)s1 (centres undefined)
  -5.5, -15.6, -0.6, -0.2
O=C(O)CCN1C(=O)/C(=C\C=C\c2ccccc2)SC1=S
  5.0, 2.3, -0.4, 0.6
COc1cc(C=C2C(=O)c3ccccc3C2=O)ccc1O
  -3.2, 7.0, -0.2, -0.1
CCSc1nnc2c(n1)OC(/C=C/c1cccs1)Nc1ccccc1-2 (centres undefined)
  -21.5, -13.4, 0.5, 0.0
CCCCc1ccc(NC(=O)c2c(-c3ccccc3Cl)noc2C)cc1
  0.5, 7.6, -0.8, 1.0
C/C(C(=O)c1ccc(Cl)cc1)=[N+](/[O-])C1CCC/C1=N\O (centres undefined)
  -1.6, -0.7, -0.7, -0.1
O=C(O)CCS(=O)(=O)c1nc(-c2ccc3c(c2)OCO3)cc(C(F)(F)F)n1
  6.2, -1.2, -1.5, 0.0
COc1ccc(-c2cc(C(=O)NCc3cccs3)no2)cc1
  -44.7, -5.2, -0.5, 0.0
Cc1nnc2sc(SCC(=O)Nc3ccc4c(c3)OCCO4)nn2c1=O
  9.7, 11.6, -1.1, -1.7
COc1cccc(NC(=O)CN(c2cc(OC)ccc2OC)S(C)(=O)=O)c1
  3.1, 1.1, -0.1, 0.1
COc1ccc(NC(=O)CC2C=CS(=O)(=O)C2)cc1 (centres undefined)
  13.7, 6.8, -0.8, 0.4
Cc1c(Cc2ccc3c(c2)OCO3)sc(NC(=O)Cc2ccccc2)c1C(N)=O
  4.0, 8.0, 1.6, 0.4
Cc1ccc(N2C(=O)CC(Cc3ccc(Br)cc3)C2=O)cc1 (centres undefined)
  -1.3, 0.5, -0.2, 0.4
CC1CCc2cc(F)ccc2N1C(=O)CN1C(=O)c2ccccc2S1(=O)=O (centres undefined)
  5.8, -3.9, 1.4, -0.2
CCOc1ccc(CN2CCC(C(N)=O)CC2)cc1
  -4.6, 12.8, -0.7, -0.1
CN(C)S(=O)(=O)c1ccc(C(=O)Nc2nc(-c3ccc(C#N)cc3)cs2)cc1
  17.0, 2.2, 0.2, -0.1
N#C/C(=C\c1c(F)cccc1Cl)c1nn(CCO)c(N)c1C#N
  -0.4, -3.5, 0.4, 0.0
Oc1ccc(-c2cn3c(n2)SCC3)cc1O
  -16.9, 65.5*, -0.6, -0.1
Cc1ccccc1C(=O)N(CC(=O)Nc1sc(C)c(C)c1C(N)=O)Cc1ccccc1
  12.8, 5.8, 0.6, 0.1
CC(C)N=C1SC(CC(=O)Nc2ccccc2F)C(=O)N1C(C)C (centres undefined)
  -0.6, 12.8, -0.6, 0.0
CC1CCN(C(=O)CSc2nc3c(c(=O)n2CCc2ccccc2)SCC3)CC1
  16.7, -10.8, 0.1, -0.1
CN(CC(=O)NCCc1ccccc1)S(=O)(=O)c1cccs1
  -9.1, -1.4, -0.2, 0.1
CCOc1ccc(C=O)cc1CN1CCCCC1
  -9.8, 1.8, 0.9, 0.2
N#CC1=C(N)OC2=C(C(=O)CCC2)C1c1cccc(Cl)c1 (centres undefined)
  -4.9, 6.2, -0.5, 0.0
CCC(C(=O)NCc1ccc(F)cc1)n1c2ccccc2c2nc(=O)cc(C)n21 (centres undefined)
  -14.7, 1.3, -0.3, 0.6
Cc1nn(CC(=O)Nc2ccc3nc(N4CCCCC4)cc(C)c3c2)c(C)c1[N+](=O)[O-]
  9.7, -4.7, -2.3, 0.2
O=C(Nc1nc(-c2ccc(F)cc2F)cs1)c1cnccn1
  -35.9, -0.1, 0.9, 0.0
O=c1c(Br)c(N2CCOCC2)cnn1-c1ccccc1
  -30.2, 1.3, -0.1, 0.0
CCOc1ccc(/C=C(/NC(=O)c2ccccc2)C(=O)NN)cc1
  -5.6, 0.8, 1.2, -0.3
CC(C)(C)c1csc(NC(=O)c2cccc(F)c2)n1
  -44.8, -11.1, 3.2, 0.0
COC(=O)C1=CN(c2ccc(C)c(C)c2)C=C(C(=O)OC)C1c1cc(OC)ccc1OC
  8.2, 9.0, 0.2, 0.6
Cc1c(C(=O)OCC(=O)Nc2ccc3c(c2)OCCO3)oc2ccc(Br)cc12
  3.0, 7.8, 1.2, -0.1
COc1ccc(Cl)cc1C(=O)NNC(=O)c1nn(-c2ccccc2)c(=O)c2ccccc12
  -1.8, 1.1, -0.5, -0.1
CC(C)c1ccc(N2C(=O)NC(=O)/C(=C/c3ccccc3O)C2=O)cc1
  10.1, 13.6, 11.6*, 0.0
COc1ccc2cc(C(=O)Nc3ccccc3)c(=Nc3cccc(F)c3)oc2c1
  -14.2, 11.4, -0.2, 0.3
O=C(COc1ccc(Cl)cc1Br)Nc1ccc2c(c1)OCO2
  -50.3, 2.1, -1.1, -0.1
CC(=O)Oc1ccc(OC(C)=O)c(C2=C3C(=O)N(Cc4ccccc4)CC(=O)N3CCC2)c1
  -11.0, 8.2, -0.9, 0.2
N#Cc1ccc(-c2ccc(OC(=O)c3ccc(Cl)cc3Cl)cc2)cc1
  7.7, 17.4, 0.0, -0.1
CCCc1cc(C(=O)N2CCC[C@@H](Cn3cc(C(=O)NCCOC)nn3)C2)no1
  1.4, -16.6, -0.7, -0.1
Cc1cc(C)c(S(=O)(=O)N2CCSC2C)c(C)c1 (centres undefined)
  7.7, 0.9, -0.3, 0.1
CCSC(C)CC1C/C(=N/O)c2c(CC)n[nH]c2C1 (centres undefined)
  1.9, 16.8, -0.5, 0.6

Further compounds follow:
Results follow in this order: TEAD-YAP inh, MITF primary, GPR151 activ, FBW7 act
COc1ccc(C(=O)Nc2cccc(-c3nc4cc(C)cc(C)c4o3)c2)cc1Br
  -8.0, -9.1, -0.4, 0.0
CC(C)N(CCNc1ccnc(-c2ccc(C(N)=O)cc2)n1)C(C)C
  4.0, -3.4, -0.8, -0.1
COC(=O)c1ccccc1NC(=O)CC1Sc2ccccc2NC1=O (centres undefined)
  2.7, -0.1, 0.1, -0.1
COc1cn(CC(=O)Nc2cc(C)ccc2C)c(CSc2ccccc2)cc1=O
  -6.8, 16.4, 3.6, 0.4
O=C1N/C(=C/c2cc3c(cc2Cl)OCO3)C(=O)N1c1cccc(Cl)c1
  -2.6, -3.4, -2.0, -0.3
C=CCNC(=O)N1CCC(CO)(Cc2ccc(Cl)cc2)CC1
  -0.3, 13.7, -0.1, 0.1
CCCCC(C(=O)Nc1cc(C)ccc1C)N1C(=O)C2C3c4ccccc4C(c4ccccc43)C2C1=O (centres undefined)
  -1.4, -0.6, -0.2, 0.5
O=C(Nc1cccc(S(=O)(=O)Nc2cccc(C(F)(F)F)c2)c1)c1ccc(=O)oc1
  3.5, 15.6, 0.7, 0.2
CC(=O)N/C(N)=N/c1nc(C)c2ccc(C)cc2n1
  16.3, 4.1, -0.1, 0.0
CSCCC(NS(=O)(=O)c1ccc2ccccc2c1)C(=O)O (centres undefined)
  -3.2, -3.3, -1.2, -0.2

Three compounds from above, reduced to GPR151 activ and FBW7 act.
canonical_smiles,GPR151 activ,FBW7 act
O=C1N/C(=C/c2cc3c(cc2Cl)OCO3)C(=O)N1c1cccc(Cl)c1,-2.0,-0.3
C=CCNC(=O)N1CCC(CO)(Cc2ccc(Cl)cc2)CC1,-0.1,0.1
CCCCC(C(=O)Nc1cc(C)ccc1C)N1C(=O)C2C3c4ccccc4C(c4ccccc43)C2C1=O (centres undefined),-0.2,0.5

The list continues.
Results follow in this order: TEAD-YAP inh, MITF primary, GPR151 activ, FBW7 act
Cc1ccc(S(=O)(=O)c2nc(-c3cccc(C)c3)oc2N2CCCCC2)cc1
  2.2, 15.7, 1.5, 0.5
CC1CCN(C(=O)COc2ccc(Br)cc2Cl)CC1
  -40.7, 9.3, 1.5, 0.1
COc1cc(CNCCCN(C)C)ccc1OCc1ccc(F)cc1Cl
  34.3*, -22.6, -0.7, 0.4
COCCCNC(=O)c1oc2ccc3c(c2c1C)C(=O)CC1(CCC(C)CC1)O3 (centres undefined)
  5.8, -4.9, 1.0, 0.2
COC(C(=O)Nc1ccnn1C1CCN(Cc2cccc3nonc23)CC1)c1ccccc1 (centres undefined)
  -2.4, -11.4, 0.2, 0.1
CCOCCCNC(=O)CCn1c(=O)[nH]c2ccccc2c1=O
  11.2, 14.6, 3.9, 0.1
Cn1c(N)c(S(=O)(=O)Nc2ccc(Cl)cc2)c(=O)n(C)c1=O
  16.3, 14.4, -1.5, 0.9
CCN1CCN(c2ncnc3c(-c4ccc(OC)cc4)nsc23)CC1
  -54.9, 12.3, -0.6, 0.1
COc1ccc(NC(=O)C(=O)NCCC(C)C)cc1
  -34.8, -2.4, 0.4, -0.2
CC1CCCCN1C(=O)CN1C(=O)CN(C)C(=O)c2ccccc21 (centres undefined)
  7.8, -1.0, -0.8, -0.1
COc1ccc(C2CC(=O)C=C(Nc3ccc(Br)cc3)C2)cc1OC (centres undefined)
  -5.8, 10.8, 0.5, 0.1
Cc1[nH]n(-c2ccccc2)c(=O)c1C(c1ccc(OC(=O)c2ccc(C(C)(C)C)cc2)cc1)c1c(C)[nH]n(-c2ccccc2)c1=O
  -8.5, -11.5, 1.4, -1.1
O=C(Nc1ccccc1Cl)N1CCCc2ccccc21
  11.5, -1.3, 0.4, 0.4
CC1=C(C(=O)Nc2ccc(Br)cc2)C(c2ccco2)NC(=O)N1 (centres undefined)
  1.1, 15.9, -0.1, 0.2
CC1=N/C(=C\c2ccc([N+](=O)[O-])cc2)C(=O)N1c1ccc(C)c(Cl)c1
  -0.2, 11.0, 1.0, -0.2
Cc1ccc2c(c1)-c1c(ssc1=S)C(C)(C)N2C(=O)CN1C(=O)C2CCCCC2C1=O (centres undefined)
  -5.1, 4.6, -2.6, -0.2
CCc1ccc(S(=O)(=O)N2CCN(S(=O)(=O)C3CC3)CC2)s1
  -0.1, 2.9, -0.5, 0.0
CSc1cccc(NC(=O)CSc2nncn3c2cc2sccc23)c1
  1.4, -4.9, -0.7, -0.1
COc1ccc(OCC(O)CNC2CC(C)(C)NC(C)(C)C2)cc1 (centres undefined)
  1.4, -4.1, 0.1, 0.0
Cc1cc(C)c(OCCOCCN2CCNCC2)c(C)c1
  -0.6, 9.7, -1.3, -0.2
CCn1c(SCC(=O)NC2CCCC2)nnc1C(C)C
  1.4, 3.7, -0.6, 0.2
O=C(Nc1cc([N+](=O)[O-])ccc1Cl)c1cc(Br)ccc1Cl
  -0.1, 15.2, -1.4, -0.2
Cc1cnc(Nc2ccncc2)nc1Nc1ccccc1
  49.0*, 5.8, 1.1, 0.1
Cc1ccc(S(=O)(=O)Nc2ccc(Br)cc2C(=O)c2ccc(F)cc2)cc1
  -2.6, 5.7, 0.4, -0.1
COc1cc(/C=C2/C(=N)N3OC(C)=CC3=NC2=O)ccc1OCc1cccc(C)c1
  -38.8, 3.7, -1.7, 0.6
COC(=O)C1=C(C)N(Cc2cccnc2)C(=O)/C1=C\c1cccc(Br)c1
  0.3, 8.0, -1.8, 0.1
CC(=O)Nc1ccc(-c2nc3ccc(C)cc3[nH]2)cc1
  9.6, 2.1, -2.8, -0.2
Cc1nc2c(C(=O)NC3CCCCC3C)cnn2c(C)c1Cc1ccccc1F (centres undefined)
  2.2, -2.2, 1.5, 0.0
COc1cccc(C(CNC(=O)CSCc2ccccc2)N2CCOCC2)c1 (centres undefined)
  5.8, 14.5, -1.6, 0.6
NC1=NC(=Nc2ccc3c(c2)OCCO3)c2ccccc21
  -20.3, -8.6, 0.1, 0.1
O=C1NC(=O)C(CCc2ccccc2)(C2CCN(Cc3c[nH]c4ccccc34)CC2)N1 (centres undefined)
  -4.2, 9.8, -0.6, 0.0
COc1nc(NCCN2CCOCC2)nc(Nc2ccc([N+](=O)[O-])cc2)n1
  -0.2, -2.2, 1.9, -0.1
CC(=O)c1cccc(S(=O)(=O)Nc2ccc(C(N)=O)cc2)c1
  1.3, 3.4, 0.5, 0.1
NC(=O)c1nc(-c2ccccc2F)nc2c1[nH]c(=O)n2C1CCCCC1
  -1.8, 4.0, -0.4, 0.2
CN(Cc1ccccn1)C(=O)C1CC(Cc2ccccc2Cl)=NO1 (centres undefined)
  -41.9, -20.7, 0.3, -0.1
COC(=O)NC(c1ccc(C)cc1)C(Cl)(Cl)Cl (centres undefined)
  -6.7, 3.8, 0.5, -0.1
COc1ccccc1NC(=O)C1CCN(S(=O)(=O)c2ccc3c(c2)OCC(=O)N3)CC1
  -3.0, -1.4, 0.2, 0.9
COc1ccc(CCN(C)C2CCCN(Cc3ccc(CO)o3)C2)cc1OC (centres undefined)
  -2.7, 19.6, 3.6, 0.1
CC(=O)Nc1cn(-c2ccccc2)nc1-c1ccccc1
  4.7, 5.1, 1.0, -0.1
